aSyn tox rescue = qHTS of alpha-syn Inhibitors: NCGC Sytravon Library Screen. Potency, µM (titrated, usually from 46.1 µM), for the others: top-dose growth rescue (activation), hits mostly activators. AID 1347070, 2019. S. cerevisiae alpha-synuclein toxicity rescue, BacTiter-Glo growth, 24 h. 94,000 tested, 0.02% active; active means well fitted activation curve with a large enough effect; inconclusive means small, poorly fitted or top-dose-only effect; further: 0% is about no effect
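Growth restoration measured by BacTiter-Glo luminescence after 24 hr at 30 deg C; alpha-synuclein yeast, raffinose-pregrown to mid-log, were added at OD600=0.02 in galactose medium onto pinned compounds.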
Starred values were filed as active, the others as inactive; ? = inconclusive; [ ] = dose if it differs, or a comment. Potency means the concentration at half of the fitted maximal effect.

Structure	aSyn tox rescue
COc1cccc(-c2nc(CS(=O)CC(=O)NCc3ccccc3)c(C)o2)c1 (configuration not stated)	0%
COc1ccc(S(=O)(=O)NCC(c2ccco2)S(=O)(=O)c2ccc(C)cc2)cc1C (configuration not stated)	4%
CCc1ccc2nc(NC(=O)C3CSC4(C)CCC(=O)N34)sc2c1 (configuration not stated)	13%
COc1ccccc1-c1noc(CCCC(=O)NCc2ccco2)n1	-2%
Nc1ccn(Cc2cccc(Cl)c2)n1	12%
Cc1cc(C)c(NC(=O)CSc2nnc(CN3CCOCC3)n2C)c(C)c1	3%
CCCOc1ccccc1C(=O)Nc1nc2c(s1)CCCC2	-15%
Cc1[nH]c2ccccc2c(=O)c1CNCc1ccccc1	-1%
CSc1ccc(S(=O)(=O)NCC(=O)OCC(=O)NC2(C#N)CCCCC2)cc1[N+](=O)[O-]	5%
Cc1nn(CC(C)C)c(Cl)c1C(=O)N(C)CC(=O)Nc1ccc(Cl)cc1	-4%
COc1cccc(OC(=O)CSc2nnc(-c3ccc4c(c3)OCO4)o2)c1	-20%
NC(=O)C1CCN(C(=O)c2cc3c(s2)CCCC3)CC1	-2%
Cc1ccc(S(=O)(=O)N(C)Cc2nc(-c3ccccc3)oc2C)cc1	25%
C[C@@H]1CN([C@H](C)CO)C(=O)CCCn2nncc2CO[C@@H]1CN(C)C(=O)Nc1cccc2ccccc12	4%
CCOc1ccc(S(=O)(=O)Nc2nc3ccccc3nc2Nc2ccc(OC)cc2)cc1	5%
COc1ccc(OC)c(-c2csc(-c3c(N)c(C(=O)c4ccccc4)n4ccccc34)n2)c1	-5%
CCN(CC)C(=O)c1sc2c(c1C)c(=O)n(-c1ccccc1)c(=O)n2CC(=O)Nc1ccc(C)cc1C	6%
Cc1ccc2c(c1)-c1c(cnn1CC(=O)N(CCC#N)c1ccccc1)CO2	-4%
COc1ccccc1CNC(=O)c1nnn(CC(=O)Nc2c(C)cccc2C)c1N	0%
O=C(NCCC(=O)N1CCN(c2ccccc2O)CC1)c1ccc(Cl)cc1	10%
CCn1cc(C2=NC(CC(C)C)CO2)c2ccccc21 (configuration not stated)	-39%[inhibitor]
CC(C)=CCN1CCN(Cc2cc(CC(C)C)n[nH]2)CC1CCO (configuration not stated)	-13%
Cc1ccc(C(=O)NCC(=O)OCC(=O)N(CC(C)C)c2c(N)n(Cc3ccccc3)c(=O)[nH]c2=O)s1	8%
COc1ccc(-c2cc(-c3ccc(F)cc3)nc3c2COc2ccccc2-3)cc1	2%
COCCNC(=S)N1CCC2CC1c1c(Cl)cccc12 (configuration not stated)	2%
CCN(CC(=O)NCc1ccc(F)cc1)C(=O)c1oc2ccccc2c1C	1%
CC1CN(S(=O)(=O)c2cn(C)c(=O)n(C)c2=O)CC(C)O1 (configuration not stated)	-8%
O=C(N/C(=C\c1ccccc1)C(=O)N1CCCCC1)c1ccco1	17%
Cc1ccc(S(=O)(=O)C(CNC(=O)C(=O)NCc2ccc(Cl)cc2)c2cccs2)cc1 (configuration not stated)	0%
Cc1ccc2nc3n(c(=O)c2c1)-c1cc2ccccc2cc1C(=O)NC3Cc1ccccc1 (configuration not stated)	8%
Cc1cc(C)c2oc(-c3cccc(NC(=O)c4ccc(Br)o4)c3)nc2c1	4%
CC(=O)N1CCC(N(Cc2ccco2)C(=O)Nc2cccc(C)c2)CC1	0%
CC(NS(=O)(=O)c1ccc2[nH]c(=O)[nH]c2c1)c1ccc(F)cc1 (configuration not stated)	-9%
Cc1nc2ccccn2c1C(=O)N=Nc1c(O)n(CCC(C)C)c2ccccc12	0%
CCOc1cc(N2CCOCC2)c(OCC)cc1NC(=O)c1ccccc1	9%
CCOC(=O)C1=C(C)NC(C)=C(C(=O)OCC)C1c1ccc([N+](=O)[O-])s1	1%
CCOC(=O)c1sc(NC(=O)COc2ccc3c(c2)OCO3)nc1C	1%
O=C1CN(C(=O)c2ccc(Cl)cc2Cl)C(c2ccc(F)cc2)c2cc(F)ccc2N1 (configuration not stated)	8%
C[C@@H]1CN([C@@H](C)CO)S(=O)(=O)c2ccc(-c3ccc(C(=O)N(C)C)cc3)cc2O[C@@H]1CN(C)Cc1ccccc1C(=O)O	-1%
CCOc1ccccc1-n1nnc(S(=O)(=O)c2ccc(C)cc2)c1N	2%
O=C(COC(=O)C1=COCCO1)Nc1ccc(F)cc1	-2%
CC(=O)c1sc(NC(=O)CCc2ccccc2)nc1C	-8%
Cc1cc(C(=O)Nc2c(C)nn(Cc3ccc(F)cc3)c2C)no1	-1%
CN(C)C(=O)c1cc(C(=O)c2ccc(C(F)(F)F)cc2F)c[nH]1	1%
S=c1[nH]nc(CCCc2n[nH]c(=S)o2)o1	0%
CCc1cc(-c2nnn(CCC3COCCO3)c2CC)cc(CC)c1-c1cn(CCc2c[nH]c3ccccc23)nn1 (configuration not stated)	0%
COc1ccc(OC)c(/C=C/C(=O)Nc2ccc(C(=O)OCCC(C)C)cc2)c1	-4%
CCOC(=O)c1ccc(NC(=O)c2sc3ccccc3c2Cl)cc1	2%
CCOC(=O)c1c(S(=O)(=O)N2CCC(C(=O)NCc3cccc(OC)c3)CC2)c(C)n(C)c1C	-2%
Cc1cc(NC(=O)c2oc3c(c2C)-c2[nH]ncc2CC3)ccc1Br	-14%
O=C(NC1CCCCC1)c1ccc2c(c1)N(Cc1ccc(Cl)cc1)C(=O)c1ccccc1S2=O (configuration not stated)	5%
C[C@@H]1CN([C@@H](C)CO)S(=O)(=O)c2ccc(-c3ccc(C#N)cc3)cc2O[C@@H]1CN(C)Cc1ccccn1	-2%
CCOC(=O)N1CCN(C(=O)c2ccc3oc(CCc4ccccc4)nc3c2)CC1	-2%
Cc1ccc(S(=O)(=O)CCC(=O)OCC(=O)N(Cc2ccccc2)C(C)C)cc1	7%
CCOC(=O)c1sc(N)c(C(=O)OC)c1C	1%
CCOC(=O)C1=C(C)NC(C)=C(C(=O)OCC)C1c1ccc(OC)c(OC)c1	-2%
CCN(CC)C(=O)C1=C(C)N(Cc2ccccc2)C(=O)C(CC(=O)NCc2cccc3ccccc23)C1 (configuration not stated)	5%
COc1ccc(N2C(=O)Cc3cc(OC)c(OC)cc3C2c2ccc(F)cc2)cc1 (configuration not stated)	-15%
Cc1ccc([N+](=O)[O-])cc1NC(=O)C(C)Sc1nnc(C)n1CC1CCCO1 (configuration not stated)	-1%
Cc1ncc(C23CC4CC(CC(C4)C2)C3)[nH]1	0%

Later entries
| canonical_smiles | aSyn tox rescue |
| --- | --- |
| CC1=C(C(=O)N2CCOCC2)CC(CC(=O)NCc2cccc3ccccc23)C(=O)N1CCCN1CCCC1=O (configuration not stated) | -2% |
| OC1(c2ccccc2)CCN(Cc2ccccc2)CC1 | 6% |
| Cc1cc2nc(N(Cc3cccnc3)C(=O)c3ccc(Cl)s3)sc2cc1C | -12% |
| CC(=O)c1cccc(NC(=O)Cn2nc(-c3ccccc3Cl)ccc2=O)c1 | -3% |
| CCOC(=O)c1cccc(NC(=O)c2sc3nc[nH]c(=O)c3c2C)c1 | -3% |
| Cc1ccccc1OCCC(=O)Nc1ccc(S(=O)(=O)N2CCCC2)cc1 | -10% |
| O=c1[nH]c(SCc2ccccc2[N+](=O)[O-])nc2nc[nH]c12 | -6% |
| Cc1ccccc1C(=O)Nc1nnc(SCc2cc(=O)n3ccccc3n2)s1 | 1% |
| C/C(=N/NC(=O)Cc1ccccc1)c1ccc(C)s1 | -4% |
| Cc1ccc(S(=O)(=O)n2nc(-c3ccc(Cl)cc3)nc2NCc2ccccc2)cc1 | -55%[inhibitor] |
| CCCN(CCC)Cc1cc(=O)oc2cc3c(cc12)CCC3 | -3% |
| Cc1c(NC(=O)COC(=O)c2ccccc2Cl)c(=O)n(-c2ccccc2)n1C | 6% |
| O=C(Cn1ncc2c3ccccc3n(Cc3cccc(Cl)c3)c2c1=O)NCc1cccs1 | 5% |
| Cc1nn(CCC(=O)NC(C)C)c(=O)c2nn(-c3ccccc3)c(C)c12 | 8% |
| Cc1cc2n(n1)CCC(=O)N2Cc1ccc(C(=O)Nc2cccc(C(F)(F)F)c2)cc1 | 1% |
| Cc1cccc(N2CCN(C(=O)COCc3cc(-c4ccc5c(c4)OCO5)on3)CC2)c1C | ? |
| Cc1cc(C)cc(NS(=O)(=O)c2ccc3c(c2)OCC(C(=O)N2CCCC2)O3)c1 (configuration not stated) | 0% |
| Cc1ccc(-c2nc3ncccn3c2Nc2ccc3c(c2)OCCO3)cc1 | -12% |
| Cc1ccc(NCc2cc3cc4c(cc3n(CC(=O)Nc3ccc(F)cc3F)c2=O)OCCO4)cc1 | -4% |
| Cc1nn2c(-c3ccccc3)cc(-c3ccccc3)nc2c1-c1ccc(Cl)cc1 | -11% |
| Cc1ccc(CN2CCCn3nc(C(=O)NCCc4cccc(C)c4)cc3C2=O)cc1 | 4% |
| COc1ccc(Cn2cc(C(=O)c3ccc(OC)cc3)c(=O)c3cc4c(cc32)OCCO4)cc1 | 6% |
| Cn1cc(-c2cccc(C(F)(F)F)c2)cc(C#N)c1=O | 1% |
| O=C(O)c1cc2c(cc1NC(=O)c1c(F)cccc1Cl)OCCCO2 | -7% |
| CCOC(=O)C1=C(CC)Nc2ccccc2N=C1NC(=O)c1ccc(S(=O)(=O)N2CCCC2)cc1 | -1% |
| O=C1CC(c2ccccc2)Sc2ccccc2N1Cc1ccc(F)cc1 (configuration not stated) | 3% |
| COc1ccccc1NC(=O)Nc1cc(C(C)(C)C)nn1C | 0% |
| CC1(C(=O)N/N=C/c2c(F)c(F)c(F)c(F)c2F)CC1(Cl)Cl (configuration not stated) | 12% |
| Nc1nonc1-n1nnc(C(=O)N/N=C\c2cccc(Cl)c2)c1CN1CCOCC1 | -1% |
| O=C(Cc1ccc(NC2=NC3CS(=O)(=O)CC3S2)cc1)Nc1ccc(F)cc1 (configuration not stated) | 6% |
| CC(NC(=O)/C(C#N)=C1\N=C(NC(=O)c2ccco2)c2ccccc21)c1ccccc1 (configuration not stated) | 14% |
| COc1ccc(CCN(C)C(=O)c2cncc(Br)c2)cc1OC | -13% |
| Cc1occc1C(=O)NNC(=O)Nc1ccc(Cl)c(Cl)c1 | 8% |
| COc1cccc(-n2c(SC)nnc2-c2c[nH]c3ccccc23)c1 | 7% |
| CCOCCCNC(=O)C(c1ccc(OC)cc1)N(Cc1ccc2c(c1)OCO2)C(=O)c1ccccc1O (configuration not stated) | -10% |
| CCc1ccccc1NC(=O)Cn1c(=O)n(CC2CCC(C(=O)NCCc3ccccc3)CC2)c(=O)c2ccccc21 (configuration not stated) | 1% |
| CCc1ccc(NC(=O)c2ccc(F)c(S(=O)(=O)NCc3ccc(Cl)c(Cl)c3)c2)cc1 | 0% |
| Cc1nn2c(=O)cc(CSc3nc4ccccc4[nH]3)nc2s1 | -9% |
| CC(C)[C@H](NC(=O)c1ccccc1)C(=O)NCCc1ccccc1 | -12% |
| CC1NC(=S)N(Cc2ccccc2)C1=O (configuration not stated) | 8% |
| CCN1CCN(CCCNC(=O)c2cc3c(=O)n(C)c4ccccc4c3s2)CC1 | 2% |
| C/C(=N\Nc1nc(N2CCOCC2)nc(N2CCOCC2)n1)c1ccc([N+](=O)[O-])cc1 | -3% |
| CCOc1ccc(C(=O)Nc2ccc3nc(N4CCN(CC)CC4)cc(C)c3c2)cc1 | 0% |
| Cc1cc2c(=O)n(C)c(SCC(=O)Nc3cccc(O)c3)nc2s1 | -6% |
| CCCCOc1ccccc1NC(=O)CC1Sc2ccccc2NC1=O (configuration not stated) | -3% |
| O=c1oc2c3c(ccc2c2ccccc12)OCN(Cc1ccc(Cl)cc1)C3 | 6% |
| COc1cc(C(=O)OCC(=O)Nc2ccc(OC(F)F)cc2)cc(OC)c1OC | 4% |
| Cc1ccc(NCc2ccccc2)cc1 | -14% |
| C[C@@H]1CN([C@@H](C)CO)C(=O)CCCn2cc(nn2)CO[C@H]1CN(C)S(=O)(=O)c1ccc(-c2ccccc2)cc1 | 0% |
| CCc1ccc(-n2nc(C)c3c(C)cc(=O)n(CC(=O)Nc4ccc(F)cc4C)c32)cc1 | -8% |
| CCOc1ccc(NC(=O)Cn2cnc3c(oc4ccccc43)c2=O)cc1 | 7% |
| Cc1cc(C)c(Nc2nc3ccccc3n3c(C)nnc23)c(C)c1 | 4% |
| COc1ccc(C(C(=O)NC(C)(C)C)N(Cc2ccco2)C(=O)CCC(=O)Nc2ccccn2)cc1 (configuration not stated) | 1% |
| COc1ccc(-n2c(=O)[nH]c3cc(C(=O)NCCc4ccc(Cl)cc4)ccc3c2=O)cc1OC | 5% |
| O=C(COc1ccccc1)NNC1=NS(=O)(=O)c2ccccc21 | -7% |
| Cc1nc2c(c(=O)n1CCC(C)C)c1nc3ccccc3nc1n2CC1CCCO1 (configuration not stated) | 0% |
| COc1ccc(CCNC(=O)c2ccccc2NS(=O)(=O)c2cc(C(=O)O)ccc2OC)cc1 | -4% |

Grouped by structure: the entries above with two or more sulfur atoms
| canonical_smiles | aSyn tox rescue |
| --- | --- |
| COc1ccc(S(=O)(=O)NCC(c2ccco2)S(=O)(=O)c2ccc(C)cc2)cc1C (configuration not stated) | 4% |
| CCc1ccc2nc(NC(=O)C3CSC4(C)CCC(=O)N34)sc2c1 (configuration not stated) | 13% |
| CSc1ccc(S(=O)(=O)NCC(=O)OCC(=O)NC2(C#N)CCCCC2)cc1[N+](=O)[O-] | 5% |
| Cc1ccc(S(=O)(=O)C(CNC(=O)C(=O)NCc2ccc(Cl)cc2)c2cccs2)cc1 (configuration not stated) | 0% |
| S=c1[nH]nc(CCCc2n[nH]c(=S)o2)o1 | 0% |
| Cc1cc2nc(N(Cc3cccnc3)C(=O)c3ccc(Cl)s3)sc2cc1C | -12% |
| Cc1ccccc1C(=O)Nc1nnc(SCc2cc(=O)n3ccccc3n2)s1 | 1% |
| O=C(Cc1ccc(NC2=NC3CS(=O)(=O)CC3S2)cc1)Nc1ccc(F)cc1 (configuration not stated) | 6% |
| Cc1nn2c(=O)cc(CSc3nc4ccccc4[nH]3)nc2s1 | -9% |
| Cc1cc2c(=O)n(C)c(SCC(=O)Nc3cccc(O)c3)nc2s1 | -6% |

Bioassay records deposited in PubChem by National Center for Advancing Translational Sciences (NCATS).

This is a subset; rates above refer to the full screens.
